PriA SSB inh – inhibitors of Klebsiella pneumoniae PriA binding to SSB C-terminal tail, primary screen, biochemical, AlphaScreen; AlphaScreen SSBct-PriA binding, biotinylated peptide; inhibition, % at 33 µM; 430,000 tested, 0.6% active; AID 1272365, 2023; in the data active = inhibition mostly above about 37%, no sharp cut-off; inactive = mostly below about 20%;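 note: plate controls were negative control peptide for no effect and reference peptide for full effect; strong numbers were not always called active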
Vc quorum ag – inducers of Vibrio cholerae quorum light production without autoinducers, primary screen, BH1578 luxS cqsA deficient, single point. V. cholerae BH1578 lux reporter, luminescence, 6 h. activation, % at 18.7 µM. 350,000 tested, 0.16% active; in the data active = activation mostly above about 9.7%, no sharp cut-off; note: not every result past the cut was called active; inactives centre near 0; reference of the scale not given here
SARS 3CLpro inh – SARS-CoV 3CLpro protease inhibitors, primary screen, biochemical, quenched FRET; 290,000 tested, 0.14% active; Replicase polyprotein 1ab (Severe acute respiratory syndrome coronavirus), P0C6X7; inhibition, % at 6 µM; recombinant SARS-CoV 3CLpro, quenched FRET peptide cleavage; in the data active = inhibition above about 12%
Mtb BioA inh – M. tuberculosis BioA enzyme inhibitors, primary screen, biochemical, plate reader, single point, HTS. 7,8-diaminopelargonic acid synthase BioA (Mycobacterium tuberculosis). purified M. tuberculosis BioA enzyme. inhibition, % at 9.99 µM. 360,000 tested, 0.096% active; in the data active = inhibition above about 40%
GDH-TPI counter – GDH-TPI coupling enzyme inhibitors, primary screen, artefact control for M. tuberculosis FBA inhibitor project, biochemical, absorbance, full deck. 360,000 tested, 1.2% active. inhibition, % at 4.8 µM. GDH-TPI coupled enzyme counterscreen, NADH absorbance; in the data active = inhibition above about 30%;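 note: 0% = DMSO wells and 100% = wells lacking the enzyme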
MazEF act – activators of E. coli MazEF toxin-antitoxin RNase, primary screen, biochemical, fluorescence, uHTS; 350,000 tested, 0.32% active; FAM/BHQ RNA-DNA oligo cleavage fluorescence, 5 h; activation, % at 20 µM; in the data active = activation above about 50%
Target sequence (P0AE70 whole entry, looked up): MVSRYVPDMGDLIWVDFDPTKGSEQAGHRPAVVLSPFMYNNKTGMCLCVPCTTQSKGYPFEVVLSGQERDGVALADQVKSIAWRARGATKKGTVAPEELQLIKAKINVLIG
Mtb UGM inh – M. tuberculosis UGM enzyme inhibitors, primary screen, biochemical, fluorescence polarization, single point; purified UGM, fluorescence polarization probe displacement; inhibition, % at 10 µM; UDP-galactopyranose mutase (Mycobacterium tuberculosis (strain ATCC 25618 / H37Rv)), …; 320,000 tested, 0.06% active; in the data active = inhibition above about 10%, passing the limit was not always enough
FBA Mtb inh – Mtb FBA enzyme inhibitors, primary screen, biochemical, fluorescence, strain H37Rv; Fructose-bisphosphate aldolase (Mycobacterium tuberculosis (strain ATCC 25618 / H37Rv)), …; purified M. tuberculosis FBA, fluorescence read-out; inhibition, % at 1 µM; 360,000 tested, 2.3% active; in the data active = inhibition above about 27%;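 note: 0% = vehicle and 100% = reference inhibitor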
Target sequence (P9WQA3 whole entry, looked up): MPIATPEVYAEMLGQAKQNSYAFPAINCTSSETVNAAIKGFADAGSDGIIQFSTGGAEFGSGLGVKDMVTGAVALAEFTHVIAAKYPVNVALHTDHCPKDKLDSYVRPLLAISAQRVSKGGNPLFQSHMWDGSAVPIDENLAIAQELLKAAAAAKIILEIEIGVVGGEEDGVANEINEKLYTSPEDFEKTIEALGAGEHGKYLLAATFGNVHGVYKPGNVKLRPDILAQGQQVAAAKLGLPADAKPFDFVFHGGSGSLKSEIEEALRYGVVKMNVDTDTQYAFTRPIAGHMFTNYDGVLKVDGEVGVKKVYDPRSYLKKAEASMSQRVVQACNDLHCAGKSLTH
VHR inh abs – VHR1 phosphatase inhibitors, primary screen, biochemical, absorbance, uHTS; recombinant VHR phosphatase, pNPP absorbance; inhibition, % at 13.3 µM; 290,000 tested, 0.52% active; in the data active = inhibition above about 50%; note: some compounds called inactive have numbers as strong as hits
Target sequence (P51452 whole entry, looked up): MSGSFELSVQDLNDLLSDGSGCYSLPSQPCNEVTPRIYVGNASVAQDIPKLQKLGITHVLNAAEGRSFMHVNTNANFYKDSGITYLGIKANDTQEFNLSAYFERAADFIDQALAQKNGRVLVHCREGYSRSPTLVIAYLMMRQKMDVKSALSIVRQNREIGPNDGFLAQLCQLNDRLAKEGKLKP
Rv3671c inh – Rv3671c serine protease inhibitors, primary screen, biochemical, fluorescence polarization, M. tuberculosis H37Rv; P9WHR9; 320,000 tested, 0.048% active; inhibition, % at 5.96 µM; in the data active = inhibition above about 38%;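 note: extracellular domain of Rv3671c used as enzyme; 0% = enzyme with DMSO and 100% = no enzyme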
Target sequence (P9WHR9 whole entry, looked up, the tested form may be a part): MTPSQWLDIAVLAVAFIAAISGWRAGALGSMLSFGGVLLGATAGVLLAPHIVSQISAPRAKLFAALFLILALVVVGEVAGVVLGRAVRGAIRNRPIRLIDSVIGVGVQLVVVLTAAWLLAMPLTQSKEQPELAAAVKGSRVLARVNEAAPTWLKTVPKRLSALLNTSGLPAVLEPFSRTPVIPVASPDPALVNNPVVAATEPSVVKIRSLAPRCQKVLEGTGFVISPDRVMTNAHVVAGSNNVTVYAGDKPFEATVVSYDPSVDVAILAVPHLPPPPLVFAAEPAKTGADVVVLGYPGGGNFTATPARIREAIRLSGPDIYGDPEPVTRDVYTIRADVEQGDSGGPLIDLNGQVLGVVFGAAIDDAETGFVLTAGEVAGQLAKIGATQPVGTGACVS
Numbers without * were called inactive; i = inactive; . = no result given. Not all compounds are listed; the hit share may differ from the screen's.

1	CCOc1cc(C(=O)Nc2cccc3ncccc23)cc(OCC)c1OCC
2	CCOC(=O)CSc1nc2cc(C(=O)NCC3CCCO3)ccc2c(=O)n1Cc1ccco1 (centres undefined)
3	CCC(=O)N(Cc1cc(=O)[nH]c2ccccc12)c1ccc(C)cc1C
4	O=C(NCc1ccc2c(c1)OCO2)c1cccs1
5	COc1ccc(-c2nnn(CC(=O)N(CCCN3CCOCC3)C(C(=O)NC3CCCC3)c3ccco3)n2)cc1 (centres undefined)
6	COCC(C)NC(=O)CSc1nc2nn(-c3ccccc3)c(=O)c-2c2n1CCCCC2 (centres undefined)
compound no.,1,2,3,4,5,6
PriA SSB inh,-24,1,3,-1,6,-1
Vc quorum ag,-0.2,5.9,-0.8,-1.0,-0.6,-1.4
SARS 3CLpro inh,2,3,-5,3,8,3
Mtb BioA inh,-0.8,0.7,.,-0.1,.,2.3
GDH-TPI counter,-6,-1,4,4,-4,4
MazEF act,10,-6,2,-13,3,0
Mtb UGM inh,.,-1.4,2.9,3.6,2.4,3.7
FBA Mtb inh,1,0,-7,-1,0,0
VHR inh abs,-20,36,12,0,20,22
Rv3671c inh,-2,4,-11,-5,8,-2

7	Cc1cccc(N(Cc2ccccc2)C(=O)c2ccc(CS(C)(=O)=O)cc2)c1
8	CCC[C@H](N[C@@H](CCC)[C@H](O)c1ccccc1)[C@H](O)c1ccccc1
9	CC(NC(=O)CSc1cccc(C(F)(F)F)c1)c1ccccc1 (centres undefined)
10	COc1cc2c(cc1OC)CN(C(=O)CCC(=O)c1ccc(F)cc1)CC2
11	CCc1ccccc1N(CC)C(=O)c1cn(CC)c(=O)c2cc(OC)c(OC)cc12
12	CCOc1ccccc1NC(=O)[C@@H](NC(=O)c1ccccc1F)C(C)C
compound no.,7,8,9,10,11,12
PriA SSB inh,-4,-4,-26,-8,2,-21
Vc quorum ag,-0.2,-0.3,i,i,i,-4.4
SARS 3CLpro inh,-4,.,2,.,-4,0
Mtb BioA inh,2.2,-1.7,.,-1.6,-1.8,-1.3
GDH-TPI counter,-1,-8,-7,5,8,0
MazEF act,2,6,-2,-3,4,3
Mtb UGM inh,0.5,-0.9,0.5,-0.6,2.1,-1.0
FBA Mtb inh,-3,-1,-2,4,-5,1
VHR inh abs,11,.,4,.,8,7
Rv3671c inh,4,6,1,-5,4,-8

13	Cc1cc(N2C(=O)C(O)=C(C(=O)c3cccs3)C2c2ccc(F)cc2)no1 (centres undefined)
14	C[C@]12C=CC(=O)C=C1CC[C@@H]1C2[C@@H](O)C[C@@]2(C)C1CC[C@]2(O)C(=O)COC(=O)CCC(=O)O (some centres undefined)
15	CCn1c(O)c2ccc(C(=O)N=NC(=O)c3ccccc3)cc2c1O
16	O=C(CNC(=O)c1ccncc1)N/N=C/c1ccccn1
17	CCOC(=O)C1C(=O)NC(c2ccccc2)=NC1c1ccc(OC)cc1 (centres undefined)
18	O=C(O)c1ccccc1Cc1ccc2c(c1)CCCC2
compound no.,13,14,15,16,17,18
PriA SSB inh,-4,-6,-4,.,-8,-1
Vc quorum ag,-0.4,i,i,i,i,-2.7
SARS 3CLpro inh,-2,-1,3,-1,-2,.
Mtb BioA inh,.,-0.4,-2.1,.,.,-0.4
GDH-TPI counter,15,-2,4,9,0,0
MazEF act,-6,4,2,0,-2,-6
Mtb UGM inh,-0.7,-2.7,0.4,-1.7,0.1,.
FBA Mtb inh,6,1,4,0,0,2
VHR inh abs,5,10,6,-6,23,.
Rv3671c inh,0,-4,-3,10,-4,.

19	O=C(CSc1nnc2ccc(-c3ccncc3)nn12)N1CCCCC1
20	COC(=O)c1cccc(C(=O)N2CCC(CCC(=O)NCc3ccc(F)cc3)CC2)c1
21	COc1cc(/C=C/C(=O)O)ccc1OCc1cnc(Cl)s1
22	COCc1nnc(NC(=O)CCc2ccc(OC)cc2)s1
23	CCCCNC(=O)n1c(=O)oc2ccc(Cl)cc21
24	Cc1ccc(S(=O)(=O)NCC(=O)N(CC(=O)NCc2ccccc2)CC2CCCO2)cc1 (centres undefined)
compound no.,19,20,21,22,23,24
PriA SSB inh,-12,-2,-8,-10,6,-2
Vc quorum ag,-2.8,-0.5,-0.2,2.0,-14,i
SARS 3CLpro inh,2,2,3,3,-6,-3
Mtb BioA inh,-0.5,-0.7,.,-0.9,0.4,-0.2
GDH-TPI counter,5,-3,7,0,0,6
MazEF act,8,2,-2,-6,10,0
Mtb UGM inh,-0.3,1.2,2.1,-3.7,-0.1,0.3
FBA Mtb inh,2,-8,3,0,0,6
VHR inh abs,19,-9,36,17,4,-5
Rv3671c inh,3,0,-7,5,-1,-5

25	Cn1c2ccccc2c2nnc(SCC(=O)Nc3cccc(C(=O)O)c3)nc21
26	Cn1cccc/c1=N\c1cccc[n+]1C
27	CCOC(=O)c1sc(NC(=O)CSc2nnc(Cc3ccccc3)o2)c(C(=O)OCC)c1C
28	COc1cc(Cl)ccc1OCc1cc(C(=O)N2CCN(C3CCCCC3)CC2)no1
29	O=C(CC1CCCCC1)Nc1ncn[nH]1
30	Cc1ccc(-c2nnc(-c3ccccc3Br)o2)cc1
compound no.,25,26,27,28,29,30
PriA SSB inh,2,.,-20,.,-9,-12
Vc quorum ag,-2.8,0.4,i,-2.6,i,i
SARS 3CLpro inh,-4,2,-2,.,3,3
Mtb BioA inh,-5.7,0.0,.,2.0,-1.2,2.5
GDH-TPI counter,12,9,11,8,9,7
MazEF act,-13,6,0,-5,-9,5
Mtb UGM inh,-0.6,-1.4,0.2,.,-1.7,2.0
FBA Mtb inh,0,4,1,0,0,-2
VHR inh abs,10,42,6,.,-3,-2
Rv3671c inh,-14,1,-9,.,-3,-5

31	CN1CCC2(CC1)NC(=O)C1=C(CN(C)CC1)N2
32	COC(=O)C1=C(C)NC(C)=C(C(=O)OCCN(C)Cc2ccccc2)C1c1cccc([N+](=O)[O-])c1 (centres undefined)
33	O=CN/C=C/c1cccc(O)c1
34	Cc1cccc(N2CC(C(=O)Nc3nccs3)CC2=O)c1C (centres undefined)
35	CC(C)(C)OC(=O)C[C@@H]1C/C=C\C[C@@H](CC(=O)N(CCO)Cc2ccccc2)C(=O)N[C@H](Cc2c[nH]c3ccccc23)COC1=O
36	CC(C)Nc1nc(NC(C)C)nc(Oc2ccc(/C=N/O)cc2)n1
compound no.,31,32,33,34,35,36
PriA SSB inh,-9,36,-8,1,-3,.
Vc quorum ag,i,5.6,5.6,-0.2,-0.5,-0.4
SARS 3CLpro inh,-1,-5,.,-4,.,-3
Mtb BioA inh,-0.8,3.2,.,1.5,-0.3,-1.5
GDH-TPI counter,9,9,1,4,14,3
MazEF act,0,0,9,11,-1,-13
Mtb UGM inh,1.8,1.6,.,-0.7,0.0,-0.2
FBA Mtb inh,-6,0,0,2,1,1
VHR inh abs,.,-11,.,3,.,.
Rv3671c inh,5,0,.,10,1,-3

Reprinted at random: five compounds from above.
31	CN1CCC2(CC1)NC(=O)C1=C(CN(C)CC1)N2
36	CC(C)Nc1nc(NC(C)C)nc(Oc2ccc(/C=N/O)cc2)n1
34	Cc1cccc(N2CC(C(=O)Nc3nccs3)CC2=O)c1C (centres undefined)
35	CC(C)(C)OC(=O)C[C@@H]1C/C=C\C[C@@H](CC(=O)N(CCO)Cc2ccccc2)C(=O)N[C@H](Cc2c[nH]c3ccccc23)COC1=O
33	O=CN/C=C/c1cccc(O)c1
compound no.,31,36,34,35,33
PriA SSB inh,-9,.,1,-3,-8
Vc quorum ag,i,-0.4,-0.2,-0.5,5.6
SARS 3CLpro inh,-1,-3,-4,.,.
Mtb BioA inh,-0.8,-1.5,1.5,-0.3,.
GDH-TPI counter,9,3,4,14,1
MazEF act,0,-13,11,-1,9
Mtb UGM inh,1.8,-0.2,-0.7,0.0,.
FBA Mtb inh,-6,1,2,1,0
VHR inh abs,.,.,3,.,.
Rv3671c inh,5,-3,10,1,.

Additional structures follow:
37	O=c1nc2ccccc2c2n1CC(CN1CCN(c3cccc(Cl)c3)CC1)N2 (centres undefined)
38	CCCCCOc1ccccc1C(=O)NCCCC(=O)O
39	CC(C)(C)OC(=O)N1CCCN(C(=O)Nc2cccc(Cl)c2)CC1
40	CCc1nnc(NS(=O)(=O)c2ccc(N=CC3=C(O)CC(C)(C)CC3=O)cc2)s1
41	CC(C)(C)NC(=O)C[C@H]1C[C@H](C(=O)N2CCOCC2)[C@@]2(CCC3CCCC3)c3[nH]c4ccc(Cl)cc4c3CCN2C1=O
42	C=CCn1c(SCC(=O)NC2CCS(=O)(=O)C2)nnc1-c1ccc(Cl)cc1 (centres undefined)
compound no.,37,38,39,40,41,42
PriA SSB inh,-7,-7,-10,10,10,-1
Vc quorum ag,-0.8,-0.2,-0.5,i,-6.9,i
SARS 3CLpro inh,1,3,4,3,.,.
Mtb BioA inh,-0.9,-0.5,-0.5,0.9,-0.3,.
GDH-TPI counter,5,7,10,12,1,-11
MazEF act,-12,-9,-9,0,8,6
Mtb UGM inh,-1.8,1.5,4.5,2.2,.,-2.5
FBA Mtb inh,-1,1,2,3,0,-1
VHR inh abs,21,4,16,-6,.,.
Rv3671c inh,-3,-1,-6,2,.,9

43	O=C(N/N=C/c1ccoc1)c1ccccc1O
44	CCCC1(c2ccccc2)NC(=O)N(CC(=O)Nc2cc(C)ccc2OC)C1=O (centres undefined)
45	CC(=O)NC(CCS(C)(=O)=O)C(=O)Nc1cccc2ccccc12 (centres undefined)
46	CC(C)CC1C(=O)N(Cc2cn(CC3CCCCC3)nn2)CCS(=O)(=O)N1Cc1ccc(-c2ccc(Cl)cc2)cc1 (centres undefined)
47	COc1ccc(C=CC(=O)c2c(OC)cc(OC)c(OC)c2O)cc1
48	COc1ccc(N(CC(C)C)S(=O)(=O)c2nnc(NC(=O)c3ccco3)s2)cc1
compound no.,43,44,45,46,47,48
PriA SSB inh,.,2,-11,.,-16,-7
Vc quorum ag,-0.5,-0.8,-0.3,-0.4,0.8,-0.2
SARS 3CLpro inh,0,-3,-5,.,.,8
Mtb BioA inh,-0.5,0.4,-1.1,-1.1,-2.3,2.2
GDH-TPI counter,-3,1,13,8,20,19
MazEF act,0,12,8,-6,8,15
Mtb UGM inh,3.3,0.4,0.0,.,.,1.6
FBA Mtb inh,-1,1,-1,0,-1,2
VHR inh abs,6,2,15,.,.,2
Rv3671c inh,4,1,-3,.,.,-2

49	C=C(C)c1nc2cc(OC)c(OC)cc2c(=O)o1
50	Cc1ccc(C(=O)Nc2ccnc(-c3ccncc3)n2)cc1
51	Cc1cccc(C(=O)NC2CCN(CC(=O)N3CCOCC3)CC2)c1
52	CCOC(=O)C(NC(=O)c1ccccc1)(OCc1ccc(F)cc1)C(F)(F)F (centres undefined)
53	Cc1ccc2c(c1)C1CC(C)(O2)N(c2cccc(C(=O)N3CCN(c4ccccn4)CC3)c2)C(=O)N1 (centres undefined)
54	C/C(CC(=O)Nc1ccc(N(C)C)cc1)=N\NC(=O)c1ccc([N+](=O)[O-])cc1
55	C/C(O)=C(\N=Nc1cc(C)ccc1O)C(N)=O
compound no.,49,50,51,52,53,54,55
PriA SSB inh,-21,-1,-4,-21,7,.,.
Vc quorum ag,4.3,-0.3,i,-0.1,-0.4,16,-0.3
SARS 3CLpro inh,6,-1,0,0,-3,0,0
Mtb BioA inh,1.2,.,0.3,.,-4.1,-1.3,.
GDH-TPI counter,13,1,-9,0,2,7,9
MazEF act,6,2,8,-3,7,-4,7
Mtb UGM inh,-3.0,1.2,-5.1,-1.2,-2.4,-0.1,0.3
FBA Mtb inh,0,0,5,-3,8,-5,-11
VHR inh abs,11,33,2,-10,56*,9,22
Rv3671c inh,0,4,-2,2,-5,.,8

Screening data from PubChem BioAssay.
